Screens from PubChem BioAssay.
proCasp3 act = procaspase-3 (human) activation; P42574; recombinant procaspase-3 D3A, Ac-DEVD-pNA absorbance 405 nm; AID 463141; 0.11% of 330,000 active; activation, % at 8.5 µM;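 active means activation above the mean of all tested compounds plus 3 SD, cut at about 21% in these data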;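 further: 0% = DMSO alone and 100% = DMSO wells spiked with extra 5 µM PC-3 D3A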
Target sequence (P42574 whole entry D9A/D28A/D175A): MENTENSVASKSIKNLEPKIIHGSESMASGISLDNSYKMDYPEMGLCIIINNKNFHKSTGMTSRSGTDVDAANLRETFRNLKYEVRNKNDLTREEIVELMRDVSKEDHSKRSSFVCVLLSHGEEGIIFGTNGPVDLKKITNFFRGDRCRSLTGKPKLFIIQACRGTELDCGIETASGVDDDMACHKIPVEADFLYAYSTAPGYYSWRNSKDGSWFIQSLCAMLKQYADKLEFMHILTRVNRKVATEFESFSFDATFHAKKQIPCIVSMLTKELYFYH
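Assay system – Procaspase-3 D3A mutant, all three cleavage aspartates alanine · Controls – DMSO-only low control, 5 µM PC-3 D3A high control · Schedule – 1 h compound preincubation, 2 h substrate hydrolysis at 25 °C · Signal – 405 nm absorbance of p-nitroaniline, reads at 0 and 120 min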
TPT1 inhibitor = C. albicans TPT1 enzyme inhibition; recombinant caTPT1, FP RNA substrate dephosphorylation; AID 1962; inhibition, % at 5 µM; 0.81% of 300,000 active;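 active means inhibition above the mean of all tested compounds plus 3 SD, set per screening campaign, cut at about 24% in these data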;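 further: plate controls were DMSO alone for no effect and ferristatin control at 100 nM for full effect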
Efflux pump inh = inhibitors of Candida antifungal efflux pumps expressed in yeast. S. cerevisiae Candida pump triplex, Nile Red efflux. inhibition, % at 10 µM. 0.44% of 330,000 active;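 active means plate passing quality check with inhibition over a set limit, or well fluorescence over plate mean plus 4 SD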;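 further: Nile Red retained in pooled yeast measured as flow cytometry median fluorescence; 0% = buffer negative control and 100% = Enniatin B positive control; higher means more Nile Red kept so more efflux inhibition; some compounds called inactive have numbers as strong as hits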
CTSL1 counter = blocks F. hepatica cathepsin L1 in PFM18AAP counter-screen. recombinant F. hepatica cathepsin L1, Z-Leu-Arg-MCA fluorescence. inhibition, % at 5.96 µM. 0.49% of 300,000 active. AID 1906;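 active means inhibition above the mean of all tested compounds plus 3 SD, set per screening campaign, cut at about 17% in these data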;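 further: 0% = plate median of test compound wells and 100% = 1 µM Z-Phe-Ala-diazomethylketone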
GASC-1 inh = inhibitors of human GASC-1 (JMJD2C) demethylase; Q9H3R0; GST-JMJD2C(1-420) H3K9me3 demethylation, DELFIA europium; inhibition, % at 2.35 µM; 0.069% of 330,000 active; AID 2099;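 active means more than half of a compound's replicate wells show inhibition beyond 50%, single wells judged on their own value; inconclusive means some, but no more than half, of replicates pass 50% inhibition; inactive means no replicate passes 50% inhibition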;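 further: signal counts dimethyl H3K9 product captured on neutravidin plate; 0% = median of DMSO wells and 100% = 0.3 times that DMSO median; strong numbers were not always called active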
HCV core dimer = HCV core protein dimerization inhibition; TR-FRET GST/Flag-core106 dimerization, 1536-well; inhibition, % at 5 µM; 0.33% of 300,000 active; AID 1899;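 active means inhibition above the mean of all tested compounds plus 3 SD, set per screening campaign, cut at about 45% in these data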
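Assay system – GST-tagged and Flag-tagged HCV core protein residues 1-106 · Quantity – core106 proteins, GST 13.5 nM and Flag 17 nM · Benchmarks – unlabelled core106 and no-GST-core106 wells · Read-out basis – percent inhibition of core106 dimerization signal · Detection – time-resolved FRET, ex 340 nm, em 617 and 671 nm · Schedule – 4 h at 22.5 °C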
PP5 primary = inhibitors of human protein phosphatase 5 (PP5); P53041; purified PP5c, OMFP substrate fluorescence; inhibition, % at 6.7 µM; 0.18% of 320,000 active;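 active means inhibition above the campaign's mean inhibition across all tested compounds plus 3 SD, cut at about 9.5% in these data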;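 further: 0% = DMSO only and 100% = 100 µM cantharidin control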
Target sequence (P53041 whole entry, looked up): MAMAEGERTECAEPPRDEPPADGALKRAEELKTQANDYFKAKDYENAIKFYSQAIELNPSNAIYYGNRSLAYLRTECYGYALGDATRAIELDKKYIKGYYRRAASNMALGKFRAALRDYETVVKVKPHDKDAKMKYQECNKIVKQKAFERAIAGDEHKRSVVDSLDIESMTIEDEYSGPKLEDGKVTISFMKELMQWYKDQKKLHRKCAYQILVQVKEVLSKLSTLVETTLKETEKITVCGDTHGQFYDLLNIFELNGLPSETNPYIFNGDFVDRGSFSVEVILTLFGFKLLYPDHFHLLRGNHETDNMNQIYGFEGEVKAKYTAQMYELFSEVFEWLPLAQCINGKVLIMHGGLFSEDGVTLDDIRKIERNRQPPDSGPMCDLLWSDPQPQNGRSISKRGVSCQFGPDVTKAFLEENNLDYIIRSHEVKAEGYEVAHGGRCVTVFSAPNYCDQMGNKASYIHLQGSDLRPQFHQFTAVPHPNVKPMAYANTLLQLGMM
PP1 counter = PP1-alpha (human) inhibition in PP5 counter-screen; purified PP1alpha, OMFP fluorescence; inhibition, % at 6.7 µM; 0.9% of 320,000 active;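 active means inhibition above the mean inhibition of all tested compounds plus 3 SD, computed separately for each screening campaign, cut at about 15% in these data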
Target sequence (P62136 whole entry, looked up): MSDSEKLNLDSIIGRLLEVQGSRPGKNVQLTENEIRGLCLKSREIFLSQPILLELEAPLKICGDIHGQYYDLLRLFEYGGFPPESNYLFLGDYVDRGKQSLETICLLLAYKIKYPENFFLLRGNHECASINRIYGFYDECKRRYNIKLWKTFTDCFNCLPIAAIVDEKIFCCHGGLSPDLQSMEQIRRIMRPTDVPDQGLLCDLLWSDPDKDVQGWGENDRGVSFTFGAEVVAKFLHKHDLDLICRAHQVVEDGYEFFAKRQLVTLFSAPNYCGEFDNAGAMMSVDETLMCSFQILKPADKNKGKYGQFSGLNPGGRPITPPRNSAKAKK
procasp7 counter = activates human procaspase-7, counter-screen for procaspase-3 activators; P55210; recombinant procaspase-7, Ac-DEVD-pNA absorbance 405 nm; D23A/D198A/D206A triple mutant, cannot self-cleave; scale: DMSO 0, 5 µM enzyme 100; activation, % at 8.5 µM; 0.093% of 330,000 active; AID 463210;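 active means percent activation above the screen-wide mean plus 3 SD, cut at about 25% in these data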
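System: Procaspase-7 triple mutant (PC-7 D3A); measure: % activation from two-timepoint absorbance difference, scaled to controls; times: 1 h compound preincubation, 2 h substrate cleavage, 25 °C; also added: Ac-DEVD-pNA substrate, 400 µM as added; measured by: Epi-absorbance of released pNA at 405 nm, two timepoints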
* hit, by the source's call; ? = inconclusive; . = no result given.

SMILES	proCasp3 act	TPT1 inhibitor	Efflux pump inh	CTSL1 counter	GASC-1 inh	HCV core dimer	PP5 primary	PP1 counter	procasp7 counter
CCN(CC)c1ccc(NC(=O)c2ccc(Cl)nc2)cc1	-16	1	0.0	5	-3	-19	1.0	-3	-7
O=C(CN1C(=O)C2CC=CCC2C1=O)NCC(=O)Nc1ccc(F)c(F)c1F (configuration not stated)	2	-3	0.1	10	6	2	-0.5	5	1
Cc1ccc(NC(=O)C/C(N)=N/OC(=O)Nc2ccc(C)c(Cl)c2)cc1	-5	.	0.1	.	-6	.	2.2	-5	9
C[C@H]1CN=C(N(C)C)N1CCC1CCCCC1	4	-2	0.0	0	1	3	5.0	-2	-5
COc1ccccc1NC(=O)c1ccc(NC(=O)c2ccc(=O)[nH]c2)cc1	-7	.	0.1	.	-14	.	-2.0	-10	-4
COc1cccc(CNC(=O)c2nnn(CC(=O)Nc3ccc4c(c3)OCO4)c2N)c1	6	2	0.0	-1	3	1	-1.4	2	15
O=C(NCC(c1cccnc1)N1CCN(c2ccccc2F)CC1)C1CCCCC1 (configuration not stated)	-3	-1	0.2	-4	-6	4	2.4	-5	8
CCCCC1C2=C(CCCC2=O)OC2=C1C(=O)CCC2	0	0	7.6*	-1	-17	-7	0.7	-2	1
CCCc1cnc(N2CCN(C(=O)c3ccc(F)cc3)CC2)nc1	1	0	0.0	-4	5	10	1.5	-3	-5
COCC(COS(N)(=O)=O)C(C)C (configuration not stated)	-1	-2	0.1	1	?	-6	1.6	-2	-2
O=C(COc1ccccc1Cl)NCc1ccco1	-6	-2	-0.1	-3	.	-1	-1.9	-1	-1
Cc1ccc(S(=O)(=O)N(C)CC(=O)NCC(c2ccc(F)cc2)N2CCOCC2)cc1 (configuration not stated)	8	.	-0.2	.	0	.	-3.9	-4	-5
CN(CCN1CCOCC1)Cc1nc(-c2cccs2)no1	1	1	-0.1	0	17	-3	-0.3	-2	3
Cc1c(C)c2ccc(OCC(=O)N3CCN(c4ccccc4)CC3)cc2oc1=O	1	-5	0.0	-2	-27	6	-1.2	4	7
CCCCCCn1cnc2c(oc3nc4c(cc32)CCCC4)c1=O	-1	0	0.7	5	0	9	0.5	-5	2
O=C(Nc1ccc(Cl)c([N+](=O)[O-])c1)C(Sc1ccccc1)c1ccccc1 (configuration not stated)	-2	-1	-0.5	2	25	2	2.9	5	-10
Cc1ccc(-n2c(SCC(=O)N/N=C/c3ccc(C)s3)nnc2-c2ccccc2)cc1	0	-1	0.0	0	-1	10	0.5	9	13
CCOc1ccc(CCNC(=O)C2(c3ccccc3)CC2)cc1OCC	3	-1	0.0	7	-1	-26	-2.6	-4	-7
O=C(NCc1ccncc1)Nc1ccc(F)cc1	-4	-4	-0.2	-3	5	-3	0.9	-3	1
CCOn1c(=O)c(-c2ccc(OC)c(OC)c2)[n+]([O-])c2ccccc21	-3	-2	0.2	2	-4	-4	2.8	2	2
COc1ccccc1N1CCN(C(=O)c2cc(=O)c3c(C)cc(C)cc3o2)CC1	-4	1	0.3	-3	-7	0	1.3	8	-3
COCCN(C(=O)C(C)C)c1nnc(-c2ccc(C(C)(C)C)cc2)s1	3	3	0.1	4	-4	12	5.2	2	7
CC1CCC(NC(=O)CCS(=O)(=O)c2ccc3c(c2)NC(=O)CO3)CC1 (configuration not stated)	9	-2	-0.1	2	19	-4	-0.9	1	4
CCC(C)Sc1nc(O)cc(=O)[nH]1 (configuration not stated)	3	1	-0.2	-5	2	-3	-1.0	0	6
CCOCc1nnc(NC(=O)CSc2ccc(C)cc2)s1	7	2	0.0	-1	0	-7	1.7	-3	-2

Further compounds.
SMILES	proCasp3 act	TPT1 inhibitor	Efflux pump inh	CTSL1 counter	GASC-1 inh	HCV core dimer	PP5 primary	PP1 counter	procasp7 counter
COc1ccc(CCN(C)c2ncnc3sccc23)cc1OC	-2	0	0.0	-1	13	3	-0.4	-2	4
CCOC(=O)N1CCN(C(=O)CN(c2ccc(OC)cc2)S(C)(=O)=O)CC1	-3	-4	0.0	-2	11	1	0.2	-4	-5
COc1cc(C(=O)NNC(=S)NC(=O)c2ccccc2C)cc(OC)c1OC	-5	-1	2.5	3	-1	-3	0.1	-1	-7
O=C(c1cc2ccccc2o1)N1CC=C(c2ccccc2)CC1	-12	1	0.0	2	5	7	2.5	0	-3
CCc1ccc2nc(N3C(=O)c4oc5ccccc5c(=O)c4C3c3ccc(OC)c(OC)c3)sc2c1 (configuration not stated)	1	-1	-0.1	-1	4	13	1.5	-2	8
O=C(CN1CCN(S(=O)(=O)c2ccc3ccccc3c2)CC1)N1CCc2ccccc2C1	4	2	0.1	-1	3	8	-2.8	-4	1
CC(=O)Nc1ccc(N/C=C/C(=O)c2ccc(Br)cc2)cc1	-3	1	-0.1	2	-2	6	1.0	0	-2
COc1cccc(CN2CCNC(=O)C2CC(=O)N(C)CC2CCOCC2)c1OC (configuration not stated)	1	-5	0.1	-8	-2	7	0.3	-2	-6
Cc1cc(C(=O)Nc2cccc(O)c2)co1	-4	2	0.0	-1	-1	2	-0.8	0	-1
CC(OC(=O)C(NC(=O)c1ccco1)C(C)C)C(=O)Nc1ncc(Cl)cc1Cl (configuration not stated)	1	-2	0.0	-15	-1	1	-3.2	-5	0
CC(C)(O)[C@@H]1[C@@H]2C[C@@]3(CC[C@]4(C)C(CCC5[C@@]6(C)CC[C@H](O)C(C)(C)C6CC[C@]54C)[C@@H]13)C(=O)O2 (some centres not stated)	9	-5	-0.2	-2	-2	1	1.5	-3	-4
CCOC(=O)CSc1nc2cc3c(cc2cc1CC)OCCO3	5	-2	0.1	2	-1	-5	2.3	0	-3
O=C(c1ccc(Cn2c(=O)[nH]c3ccccc3c2=O)cc1)N1CCN(c2ccccn2)CC1	0	-1	0.1	2	-11	0	-1.8	-3	10
CCCCN(C(=O)COC(=O)c1nc2nc(C)cc(C)n2n1)C1CCS(=O)(=O)C1 (configuration not stated)	-7	.	0.2	.	-7	.	2.6	-1	7
COc1ccc(Nc2nc3c(C)cccc3cc2C#N)cc1	-7	-3	0.0	9	-38	16	-2.5	-1	-3
Cn1c(SCC(=O)NN2C(=O)NC(C)(c3ccccc3)C2=O)nnc1-c1ccncc1 (configuration not stated)	9	.	-0.2	.	5	.	.	.	11
O=c1c2cnn(-c3ccccc3Cl)c2ncn1Cc1cccnc1	0	0	0.2	-3	1	3	2.9	0	5
Cc1cccc(OCCOC(=O)C2CCN(S(=O)(=O)c3cccs3)CC2)c1	4	-4	-0.1	-1	-12	5	4.3	6	9
O=C(NCCCN1CCOCC1)c1ccc(NC(=O)C2COc3ccccc3O2)cc1 (configuration not stated)	0	-5	0.0	5	-9	-10	-0.3	-2	9
CCOc1cc(S(=O)(=O)N2CCCCC2)ccc1F	6	0	-0.2	0	-8	-13	0.7	-2	-7
COC(=O)CN1C(=O)Nc2ccc(C)cc2C1c1ccccc1 (configuration not stated)	-2	1	0.0	0	2	4	-0.6	-1	4
NC(=O)c1ccsc1NC(=O)COC(=O)Cc1c[nH]c2ccccc12	-4	2	-0.1	-5	1	12	-0.3	0	-7
COc1cccc(-n2nnnc2SCC(=O)Nc2cccc(C)n2)c1	4	0	-0.1	9	-3	7	0.0	2	6
C=CCn1c(SCC(=O)c2ccc(O)c(O)c2)nnc1-c1cccc(C)c1	-8	.	-0.1	.	-12	.	1.4	-3	5
FC(F)(F)c1nc(Sc2ncccc2C(F)(F)F)n[nH]1	0	-1	0.1	0	.	0	-0.9	2	-4

More results follow.
SMILES	proCasp3 act	TPT1 inhibitor	Efflux pump inh	CTSL1 counter	GASC-1 inh	HCV core dimer	PP5 primary	PP1 counter	procasp7 counter
CCc1ccc(OCC(O)CNC(C)(C)C)cc1 (configuration not stated)	-6	0	-0.1	0	-12	-3	0.5	-6	2
COc1ccc(-c2cn(Cc3ccc(C(N)=O)cc3)c(-c3ccc(Cl)nc3)n2)cc1	2	2	-0.1	-1	15	5	2.8	-3	-5
Cc1cccc(N(CC(=O)NCCSCc2ccccc2)S(C)(=O)=O)c1C	1	1	0.0	-1	-7	-1	-0.7	0	3
CC(c1nnc(SCC(=O)Nc2ccc3[nH]c(=O)[nH]c3c2)n1Cc1ccccc1)N(C)C (configuration not stated)	1	-3	0.1	-4	-1	-1	1.2	2	4
Cc1ccc(S(=O)(=O)N2CCN(C3CC4CCC3C4)CC2)cc1 (configuration not stated)	6	-2	-0.1	-1	-6	-4	2.2	-4	-5
O=C1C=C(NCc2ccccc2)CCC1	4	-2	0.4	0	11	-9	0.4	1	3
Cc1ccc(C(=O)NN=C2CCCC2)cc1C	-2	2	-0.1	-3	1	3	-1.5	2	-8
O=C(c1ccccc1)c1ccc(OCC(O)CNCc2ccc(Cl)cc2)cc1 (configuration not stated)	-4	1	-1.0	1	4	-8	1.6	5	-3
CCOC(=O)CN1C(=O)C(O)(CC(=O)c2ccc3c(c2)CCCC3)c2ccccc21 (configuration not stated)	7	-3	0.0	0	106	7	2.5	-1	-10
CN(C)CC[C@@H](c1ccc(Br)cc1)c1ccccn1	3	1	0.0	0	-1	5	1.7	-2	7
CCOC(=O)c1c(CSc2ccc(C)cc2)oc2ccc(O)cc12	-2	0	-0.2	3	9	4	4.7	2	-2
Cc1cc(C)c2c(n1)nn1c(NCCN3CCOCC3)cc(C)nc21	-5	1	-0.1	0	6	2	4.3	8	-1
COC(=O)CCC(=O)OC1(C)C(=O)C2=CN(C(CO)CO)C(c3ccc(OC)cc3)=CC2=C(Br)C1=O (configuration not stated)	5	2	-0.2	14	0	-13	9.3	7	-8
COc1cc(OC)c(C2=NOC(C(=O)NCc3cccs3)C2)cc1Cl (configuration not stated)	1	0	0.0	-2	-19	-2	-1.4	-2	3
COC(=O)c1ccc(CSc2nc3ccc(C)cc3[nH]2)o1	3	-5	0.0	0	6	3	1.2	-1	-4
CC(=O)N1CCc2cc(S(=O)(=O)NC(Cc3ccccc3)C(=O)NCCN3CCCCC3C)ccc21 (configuration not stated)	2	1	-0.2	-2	-9	4	0.7	-5	13

Ordered by molecular weight (descending): part of the list above
SMILES	proCasp3 act	TPT1 inhibitor	Efflux pump inh	CTSL1 counter	GASC-1 inh	HCV core dimer	PP5 primary	PP1 counter	procasp7 counter
CC(=O)N1CCc2cc(S(=O)(=O)NC(Cc3ccccc3)C(=O)NCCN3CCCCC3C)ccc21 (configuration not stated)	2	1	-0.2	-2	-9	4	0.7	-5	13
CC(c1nnc(SCC(=O)Nc2ccc3[nH]c(=O)[nH]c3c2)n1Cc1ccccc1)N(C)C (configuration not stated)	1	-3	0.1	-4	-1	-1	1.2	2	4
Cc1cc(C)c2c(n1)nn1c(NCCN3CCOCC3)cc(C)nc21	-5	1	-0.1	0	6	2	4.3	8	-1
Cc1ccc(C(=O)NN=C2CCCC2)cc1C	-2	2	-0.1	-3	1	3	-1.5	2	-8
O=C1C=C(NCc2ccccc2)CCC1	4	-2	0.4	0	11	-9	0.4	1	3
